Screening data (PubChem BioAssay)
DPM-DC inhibit = inhibitors of Streptococcus pneumoniae diphosphomevalonate decarboxylase; purified DPM-DC, PK/LDH coupled NADH fluorescence; calls only at 10 µM; 0.49% of 65,000 active;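 active means the 320 compounds with the highest percent inhibition in the single-dose primary screen, excluding strongly autofluorescent ones, cut at about 32% in these data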;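 further: kinetic rate of NADH fluorescence loss reporting ADP formed by the decarboxylase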
HT1080 viability = HT1080 cell viability loss – fluorescence readout (AID 620) | HT1080 viability, fluorescence; higher % means a stronger effect | one-dose cytotoxicity, % at 10 µM; EC50 in µM for titrated hits | 0.42% of 87,000 active;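 further: cells exposed to compound overnight then 4 h with Alamar Blue; 0% = vehicle DMSO and 100% = killing control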
LYP phosphatase = inhibition of human PTPN22 tyrosine phosphatase – biochemical, DiFMUP fluorescence, recombinant catalytic domain, 10 µM, primary screen (AID 606); recombinant LYP catalytic domain, DiFMUP fluorescence; higher % means a stronger effect; inhibition, % at 10 µM; hits with a dose series show IC50 in µM; 52,000 tested, under 10 active;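 active means IC50 under 40 µM in the dose-response test; inactive means IC50 of 40 µM or more, or never dose-tested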
KRASV12 cytotoxicity = cytotoxicity in KRAS-transformed pancreatic duct cells, primary screen, cell-based, fluorescence, HTS (AID 431). cytotoxicity, % at 10 µM; hits with a dose series show EC50 in µM. 1.7% of 63,000 active. HPDE-C7K KRASV12 cells, Alamar Blue viability, 48 h; higher % means a stronger effect;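 active means compounds whose percent cytotoxicity in the single-dose primary screen, scaled between solvent and toxic-drug controls, exceeds 50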;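 further: 0% = DMSO solvent wells and 100% = doxorubicin-treated wells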
Bfl-1 displacement = displacement of Bid BH3 peptide from Bfl-1 – biochemical, fluorescence polarization, FITC-Bid, mouse, primary screen (AID 432) | FITC-Bid BH3 peptide fluorescence polarization displacement; higher % means a stronger effect | displacement, % at 20 µM, or IC50 in µM where a hit was titrated | 0.02% of 64,000 active; in the data active means a potency from the dose series; inactive means the rest, 99 in 100 with displacement below about 15%; further: strong numbers were not always called active
HPDE-C7 cytotoxicity = HPDE-C7 pancreatic duct cell viability loss – fluorescence, HTS (AID 430); HPDE-C7 pancreatic duct cells viability, fluorescence; higher % means a stronger effect; cytotoxicity, % at 10 µM; hits with a dose series show EC50 in µM; 1.8% of 63,000 active;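 further: cells exposed to compound for 48 hours before viability readout; 0% = vehicle and 100% = reference cytotoxic drug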
TNAP inhibition = human TNAP enzyme inhibitors, biochemical, luminescent (AID 518); purified TNAP enzyme, luminescent substrate readout; higher % means a stronger effect; inhibition, % at 20 µM, or IC50 in µM where a hit was titrated; 0.09% of 64,000 active; in the data active means a potency from the dose series; inactive means the rest, 99 in 100 with inhibition below about 22%;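 further: plate controls were vehicle for no effect and reference inhibitor for full effect; many of its hits are not listed in these tables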
PMK inhibit = inhibitors of Streptococcus pneumoniae phosphomevalonate kinase; AID 539; purified PMK, PK/LDH-coupled NADH absorbance 340 nm; inhibition, % at 10 µM; 0.49% of 65,000 active;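 active means top-ranked compounds by inhibition in the single 10 µM screen, taking a fixed number of the strongest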;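 further: 0% = full reaction with DMSO carrier and 100% = background rate without enzyme reaction; no value below 0 was filed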
Spn MK inh = inhibitors of Streptococcus pneumoniae mevalonate kinase. 0.48% of 65,000 active. purified MK, PK/LDH-coupled NADH absorbance 340 nm. inhibition, % at 10 µM;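 active means ranked among the strongest by inhibition in the single 10 µM screen, a fixed top-ranked set picked for dose follow-up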; further: no value below 0 was filed
PMK inhibit pilot replicates = second read-out of PMK inhibit, no call of its own (marks repeat the call); inhibition, %; measured here: pilot screen replicates
Spn MK inh pilot replicates = further read-out of Spn MK inh, marked with its call; inhibition, %; measured here: pilot screen replicates
DPM-DC inhibit pilot screen % = further read-out of DPM-DC inhibit, marked with its call; inhibition, %; measured here: pilot screen trials
Active calls of the source: *; i = inactive; . = no result given; + = active, no number. Unless noted, no stated cut-off is given here; in the data, active means cytotoxicity above about 50%; inactive means the rest.

SMILES | DPM-DC inhibit | HT1080 viability | LYP phosphatase | KRASV12 cytotoxicity | Bfl-1 displacement | HPDE-C7 cytotoxicity | TNAP inhibition | PMK inhibit | Spn MK inh | others
CS(=O)(=O)N1CCN(c2nc3ccccc3s2)CC1 | i | -18% | . | 4% | -7% | 1% | 4% | 11 | 6
CCOc1ccccc1N1CCN(S(=O)(=O)c2ccc(F)c(F)c2)CC1 | i | 8% | 5% | 1% | -7% | 6% | 2% | 1 | 3
N#CC1=C2C=CC=CN2CC1=O | . | -1% | -30% | -13% | -5% | -21% | 3% | 9 | 6
COC(=O)c1ccc(OCC2c3cc(OC)c(OC)cc3CCN2C(=O)C2CC2)cc1 (stereo not drawn) | i | 0% | 8% | -3% | -4% | -6% | 8% | 19 | 2
CCCCN(CC)C(=O)CSc1cc(=O)n(C)c2ccccc12 | i | 1% | . | 0% | 1% | 0% | -1% | 19 | 5
COc1ccc(N(C)C(=O)CCS(=O)(=O)c2cccc3nonc23)c(OC)c1 | i | . | . | -5% | -4% | -6% | 8% | 17 | 0 | PMK inhibit pilot replicates=2.0;Spn MK inh pilot replicates=0.0;DPM-DC inhibit pilot screen %=1.5
Cc1ccc(NC(=O)COC(=O)C2=COCCO2)cc1 | i | 20% | 6% | -6% | -6% | -13% | -10% | 17 | 4
COc1cccc(C2=NOC(C(=O)N3CCN(C(=O)c4ccco4)CC3)C2)c1 (stereo not drawn) | i | 0% | 3% | -2% | -1% | -8% | 8% | 8 | 5
C(=N\n1cnnc1SCc1ccccc1)/c1ccco1 | i | 4% | . | 5% | -8% | 0% | 2% | 4 | 2
O=C(CSc1oc(-c2ccccc2)nc1S(=O)(=O)c1ccc(F)cc1)NCC1CCCO1 (stereo not drawn) | i | 0% | 7% | -5% | -3% | -13% | 2% | 8 | 12
Cn1c(CN2CCOCC2)c(C#N)c2ccccc21 | i | 7% | 11% | 8% | -2% | -4% | 3% | 14 | 11
CCCCSc1nnc(-c2cc(Br)ccc2N)c(=O)[nH]1 | i | -9% | 3% | 0% | 2% | -9% | 6% | 0 | 7
OC(CN1CCN(c2ccccc2)CC1)c1c[nH]c2ccccc12 (stereo not drawn) | i | -6% | . | 33% | -19% | 28% | 4% | 3 | 8
Cc1ccc(C)c(Cn2c(CN(C)Cc3ccccc3)nc3c2c(=O)n(C)c(=O)n3C)c1 | i | -3% | 14% | -2% | -1% | -4% | -3% | 9 | 0
CC(NC(=O)c1csc2ccccc12)C1CCCO1 (stereo not drawn) | i | 7% | . | 3% | -4% | 3% | 9% | 6 | 4
O=C(c1nnc(Cc2ccc(Cl)cc2)o1)N1CCc2ccccc2C1 | i | 0% | 7% | 9% | 3% | 6% | 12% | 10 | 4
CN1CCc2c(n(CC(O)CN3C(=O)c4ccccc4S3(=O)=O)c3ccccc23)C1=O (stereo not drawn) | i | -18% | . | 2% | 1% | 9% | 9% | 0 | 5
CN(CC(=O)Nc1sccc1C#N)C1CCCCC1 | i | -8% | 5% | 4% | 1% | -6% | 1% | 16 | 4 | PMK inhibit pilot replicates=1.5;Spn MK inh pilot replicates=0.0;DPM-DC inhibit pilot screen %=0.0
O=C(NCCCO)c1nc2ccccc2s1 | i | -4% | -1% | 4% | -6% | 5% | 4% | 4 | 5
COc1cccc(S(=O)(=O)NCc2ccc(C(=O)NCc3ccco3)cc2)c1 | i | 4% | 1% | -4% | 4% | -11% | 21% | 9 | 10
Cc1noc(C)c1COC(=O)c1cccc(S(=O)(=O)N2c3ccccc3CC2C)c1 (stereo not drawn) | i | -2% | 0% | 29% | 1% | 24% | 5% | 20 | 0
c1ccc(-c2noc(CN3CCN(c4ccccc4)CC3)n2)cc1 | i | -13% | 8% | 1% | 1% | -2% | -1% | 10 | 10
Cc1ccc(-c2nc(CS(=O)CC(=O)NCCN3CCOCC3)c(C)o2)cc1 (stereo not drawn) | i | -2% | 6% | 4% | -3% | -3% | 10% | 7 | 3
CCOc1ccc(C(=O)OCC(=O)Nc2nc(OC)cc(OC)n2)cc1OCC | i | -8% | 11% | 2% | -2% | -6% | 9% | 16 | 15
Cc1cc(C)cc(CC2CC(=O)N(c3cc(C)on3)C2=O)c1 (stereo not drawn) | i | -1% | . | 7% | -7% | 6% | 1% | 0 | 18
O=C(NCc1ccc2c(c1)OCO2)c1ccc(-n2cnnn2)cc1 | i | 3% | -1% | 2% | -5% | -8% | 13% | 2 | 2
CCOC(=O)CCc1cccc2c1CCC2=O | i | 0% | 11% | -8% | 1% | -10% | 5% | 6 | 3
CCN(CC)CCNC(=O)c1sc2nc(-c3ccccc3)cn2c1C | i | 3% | -3% | -4% | -4% | -18% | -5% | 18 | 0
O=C(O)CCC(=O)c1c[nH]c2ccccc12 | i | -5% | -4% | -9% | -1% | -16% | 9% | 0 | 2 | PMK inhibit pilot replicates=0.0;Spn MK inh pilot replicates=0.5;DPM-DC inhibit pilot screen %=1.5
COc1ccccc1NC(=O)C1=C(C)NC2=C(C(=O)CCC2)C1c1ccc2c(c1)OCO2 (stereo not drawn) | + | -5% | -1% | 6% | 0% | -8% | 7% | 7 | 0
CCC(C)Sc1nc2c(c(=O)[nH]c(=O)n2C)n1C (stereo not drawn) | i | 8% | 1% | . | -4% | . | 1% | 10 | 10
Cn1c(=O)cc(OCC(=O)NCCCN2CCN(Cc3ccccc3)CC2)c2ccccc21 | i | 0% | 6% | 6% | 0% | 2% | 12% | 0 | 0 | PMK inhibit pilot replicates=1.0;Spn MK inh pilot replicates=3.5;DPM-DC inhibit pilot screen %=0.0
COc1ccc(C)c2sc(=NC(=O)C(C)C)n(C)c12 | i | -6% | 0% | -15% | -3% | -31% | 4% | 16 | 7
COc1ccc(-c2nc(CS(=O)CC(=O)NCc3cccnc3)c(C)o2)cc1OC (stereo not drawn) | i | -6% | -7% | 3% | -1% | 2% | 9% | 3 | 7
Cc1cccc(N2CCN(C(=O)CSCc3c(C)noc3C)CC2)c1C | i | 4% | 8% | 0% | 5% | 5% | 8% | 15 | 0
COc1ccc(C2CC(=O)C3=C(C2)Nc2ncnn2C3c2ccccc2)cc1 (stereo not drawn) | i | -7% | 2% | -18% | -1% | -10% | 0% | 0 | 8
Cc1ccc(-c2ccc(=O)n(CCC(=O)NCc3ccccn3)n2)cc1 | i | 1% | 0% | 16% | 1% | -5% | 14% | 8 | 5 | PMK inhibit pilot replicates=0.0;Spn MK inh pilot replicates=0.0;DPM-DC inhibit pilot screen %=2.0
COc1cc(NC(=O)C2CCN(S(=O)(=O)c3cccnc3)CC2)cc(OC)c1OC | i | . | 18% | -3% | -4% | 0% | -2% | 3 | 7
CC(=O)Nc1cnc(NC(=O)c2cccc(F)c2)cc1C | i | -1% | . | 2% | -3% | -4% | 2% | 0 | 1
COc1cccc(C2CC(c3c(F)cccc3Cl)n3nc(N)nc3N2)c1 (stereo not drawn) | i | -5% | 20% | . | . | . | . | 1 | 1
Cc1ccc(-c2nn3c(-c4cccc(Cl)c4)nnc3s2)cc1 | i | 2% | 6% | 12% | -8% | 21% | 9% | 6 | 8
CCOC(=O)c1[nH]c2ccc(OCC)cc2c1NC(=O)CN1CCN(c2ccccn2)CC1 | . | -8% | . | 1% | 3% | 9% | 8% | 15 | 1
O=C(Nc1nnc(-c2ccc(Cl)s2)o1)C1CCCCC1 | i | 4% | 14% | 0% | 6% | 2% | 12% | 8 | 8
O=C(CSc1nnc(CNC(=O)c2ccco2)o1)c1ccc(Cl)cc1 | i | . | 10% | -22% | -3% | -16% | 5% | 13 | 0
CCCc1cc(=O)[nH]c(/N=C(\N)Nc2ccccc2)n1 | i | 14% | -3% | -1% | -2% | 3% | -8% | 11 | 6 | PMK inhibit pilot replicates=0.0;Spn MK inh pilot replicates=0.0;DPM-DC inhibit pilot screen %=0.0
COc1ccc(CNC(=O)CCc2c(C)nc3ncnn3c2C)cc1 | i | -6% | . | -17% | 1% | -9% | 10% | 13 | 2
CCc1noc(C)c1C(=O)Nc1ncc(C)s1 | i | 1% | -7% | -6% | 2% | -6% | 2% | 6 | 4
O=C(CC1Oc2ccccc2NC1=O)NC1CCCC1 (stereo not drawn) | i | 8% | -4% | 6% | 3% | 3% | 9% | 4 | 1
Cc1c(C)c2c(C)[nH]nc2oc1=O | i | -49% | 8% | -3% | -4% | -9% | 15% | 8 | .
CCc1c(C)nc2ncnn2c1N1CCCC(C(=O)NCCc2ccc(OC)cc2)C1 (stereo not drawn) | i | 10% | 6% | -9% | 2% | -7% | 5% | 7 | 7

Next part
SMILES | DPM-DC inhibit | HT1080 viability | LYP phosphatase | KRASV12 cytotoxicity | Bfl-1 displacement | HPDE-C7 cytotoxicity | TNAP inhibition | PMK inhibit | Spn MK inh | others
Cn1cc(C(=O)NCCN2CCN(c3ccccc3F)CC2)c2c3ccccc3n(C)c2c1=O | i | -2% | -6% | -13% | 3% | -18% | -2% | 8 | 2
CCOC(=O)c1[nH]c2c(c1C)C(=O)CC(c1ccc(N(C)C)cc1)C2 (stereo not drawn) | i | 0% | 7% | 5% | 5% | 4% | 1% | 8 | 5
CCN(CCCNC(=O)C1CCN(S(=O)(=O)CC)CC1)c1ccccc1 | i | -7% | 13% | 3% | 4% | -4% | 1% | 8 | 6
CC(C)(C)NCC(O)c1cc(O)cc(O)c1 (stereo not drawn) | i | 14% | 8% | -14% | -11% | -11% | 10% | 0 | 5 | PMK inhibit pilot replicates=2.0;Spn MK inh pilot replicates=0.0;DPM-DC inhibit pilot screen %=0.0
CC1CCN(CCCNC(=O)c2cc3c(=O)n(C)c4ccccc4c3n2C)CC1 | i | 9% | 9% | 13% | 10% | 18% | 4% | . | 7
CCOC(=O)c1c(N=CN(C)C)c(C#N)n2c1CCC2 | i | 7% | 12% | 12% | 5% | 3% | 0% | 12 | 5
CN(c1ccccc1C(=O)Nc1ccc2c(c1)OCCO2)S(C)(=O)=O | i | 1% | 10% | . | 2% | . | 9% | 8 | 8
CCCn1cc2c(c1-c1cccc(C)c1)c(=O)n(C)c(=O)n2C | i | 6% | . | 12% | -4% | -1% | 7% | 11 | 11

5 compounds already listed, arranged by molar mass, falling.
SMILES | DPM-DC inhibit | HT1080 viability | LYP phosphatase | KRASV12 cytotoxicity | Bfl-1 displacement | HPDE-C7 cytotoxicity | TNAP inhibition | PMK inhibit | Spn MK inh | others
CCN(CC)CCNC(=O)c1sc2nc(-c3ccccc3)cn2c1C | i | 3% | -3% | -4% | -4% | -18% | -5% | 18 | 0
Cc1ccc(-c2ccc(=O)n(CCC(=O)NCc3ccccn3)n2)cc1 | i | 1% | 0% | 16% | 1% | -5% | 14% | 8 | 5 | PMK inhibit pilot replicates=0.0;Spn MK inh pilot replicates=0.0;DPM-DC inhibit pilot screen %=2.0
CCCCN(CC)C(=O)CSc1cc(=O)n(C)c2ccccc12 | i | 1% | . | 0% | 1% | 0% | -1% | 19 | 5
Cc1ccc(-c2nn3c(-c4cccc(Cl)c4)nnc3s2)cc1 | i | 2% | 6% | 12% | -8% | 21% | 9% | 6 | 8
CCC(C)Sc1nc2c(c(=O)[nH]c(=O)n2C)n1C (stereo not drawn) | i | 8% | 1% | . | -4% | . | 1% | 10 | 10
